Screens from PubChem BioAssay.
Ub-GFP proteasome: ubiquitin-GFP accumulation via proteasome inhibition. Ubiquitin-GFP reporter cells, proteasome inhibition, GFP fluorescence; response scale: untreated = 0%, 10 µM MG-132 = 100%. Potency, µM (series often up to 45.9 µM), inactives show top-dose activation (GFP accumulation), most hits filed as activators. 67,000 tested, under 10 active. AID 526; active means well fitted activation curve with a large enough effect, not every such curve was filed as active; inconclusive means small, poorly fitted or top-dose-only effect, or another doubt; inactive means no such curve, though single readings can be large or run the other way; further: potency means the concentration at half of the fitted maximal effect
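U2OS Ub(G76V)-GFP reporter; O/N plating, 0.5% FBS; cpd 46 uM–2.9 nM, 4 h, 37 °C; GFP+ cell count, 488/515 nm; norm. to basal vs 10 uM MG-132; CRC fit.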
Texas Red fluor: Texas Red region autofluorescence; max dye-equivalent concentration, M; Compound fluorescence, Texas Red channel, 547/618 nm; stronger effect = higher value; actives 0.06% (n = 59,000); in the data active means max dye-equivalent concentration above about 10 nM; inconclusive means between about 1.1 nM and that limit
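Spectral interference profiling: each compound concentration's relative fluorescence, read with a 547 nm excitation and 618 nm emission filter pair, was normalized to a per-plate Texas Red standard curve.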
HBB splice mod: hemoglobin beta splicing modulation. HBB splicing reporter cell assay, activation; EGFP reporter with mutant IVS2-654 intron; response scale: normalised to 500 nM splice-correcting PNA. Potency, µM (top dose mostly 46.1 µM), for inactives: at the top dose activation, actives largely listed as activators. actives 0.06% (n = 65,000). AID 925; further: potency means the concentration at half of the fitted maximal effect; 0% is about no effect
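HeLa cells stably expressing EGFP interrupted by mutant beta-globin intron 2 (IVS2-654), 500/well in 2% FCS. Treated with compound for 2 days at 37C. Splicing correction scored as total well GFP intensity (488 nm excitation, 500-520 nm emission); 500 nM antisense PNA served as control.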
4-MU autofl: compounds fluorescent in 4-MU spectral region | AID 589 | max dye-equivalent concentration, M | actives 11% (n = 59,000) | compound autofluorescence, 340/450 nm, 4-MU equivalents; stronger effect = higher value; in the data active means max dye-equivalent concentration above about 10 nM; inconclusive means mostly about 1.1 nM to 9.6 nM
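Compounds in 100 mM Tris, pH 8.0, sat 15 min at room temperature before fluorescence was read at 340 nm excitation/450 nm emission; a per-plate six-point 4-MU standard curve converted signals to dye-equivalent concentration at each compound concentration.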
15-hLO inh: 15-hLO (ALOX15) enzyme inhibition; actives 1.4% (n = 74,000); P16050; AID 887; purified 15hLO-1, xylenol orange hydroperoxide absorbance; Potency, µM (top dose mostly 57.1 µM), inactives show at the highest dose activity change, negative = inhibition, hits mostly inhibitors; further: potency means the concentration at half of the fitted maximal effect; on the % scale 0 is the no-effect control and ±100 the full control effect; nearly all actives have a fitted effect of over 55% in size
Target sequence (P16050 whole entry, looked up): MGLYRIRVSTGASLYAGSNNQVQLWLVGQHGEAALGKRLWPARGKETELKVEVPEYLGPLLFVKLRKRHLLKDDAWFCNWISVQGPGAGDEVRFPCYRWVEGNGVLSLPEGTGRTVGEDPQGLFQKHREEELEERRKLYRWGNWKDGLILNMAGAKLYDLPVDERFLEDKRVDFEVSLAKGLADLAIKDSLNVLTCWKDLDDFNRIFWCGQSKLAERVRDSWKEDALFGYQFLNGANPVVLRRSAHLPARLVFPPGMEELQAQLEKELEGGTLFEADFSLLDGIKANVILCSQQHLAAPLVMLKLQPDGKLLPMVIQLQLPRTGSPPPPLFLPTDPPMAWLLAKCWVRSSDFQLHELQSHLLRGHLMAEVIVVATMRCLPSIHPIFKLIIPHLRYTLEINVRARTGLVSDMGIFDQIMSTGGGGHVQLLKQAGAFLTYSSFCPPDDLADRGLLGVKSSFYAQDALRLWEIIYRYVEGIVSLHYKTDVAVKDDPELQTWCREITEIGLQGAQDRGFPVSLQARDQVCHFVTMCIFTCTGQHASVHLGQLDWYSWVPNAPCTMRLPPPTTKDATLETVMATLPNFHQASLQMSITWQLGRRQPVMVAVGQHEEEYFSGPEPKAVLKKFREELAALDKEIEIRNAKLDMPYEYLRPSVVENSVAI
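Purified human 15hLO-1 (40 nM final) in 25 mM Hepes pH 7.5, 0.01% Triton X-100 was preincubated with compound 15 min at room temperature, then reacted 6 min with 50 uM arachidonic acid; hydroperoxide detected by Fe-XO, 573/405 nm absorbance ratio.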
Rhodamine fluor: rhodamine region autofluorescence. Rhodamine-region fluorescence, 547/598 nm, Tris buffer; stronger effect = higher value. max dye-equivalent concentration, M. actives 0.05% (n = 59,000); in the data active means max dye-equivalent concentration above about 11 nM; inconclusive means between about 1.1 nM and that limit
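Read-out is relative fluorescence at 547 nm excitation and 598 nm emission, expressed as dye-equivalent concentration using rhodamine standards on every plate. Each compound was profiled across a concentration series after 15 min in 100 mM Tris, pH 8.0.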
Pol III holo inh: blocks replication by bacterial DNA polymerase III holoenzyme; actives 0.25% (n = 71,000); reconstituted DNA polymerase III holoenzyme replication, biochemical; Potency, µM (titrated, usually from 57.1 µM), for inactives: at the highest dose activity change, negative = inhibition; AID 603; further: potency means the concentration at half of the fitted maximal effect; on the % scale 0 is the no-effect control and ±100 the full control effect
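Reconstituted *E. coli* holoenzyme (0.35 nM Pol III, 1 nM beta, 154 nM SSB, 2 nM primase) was preincubated with compound for 15 min at RT. Synthesis on 1.4 nM ssM13Gori ran 35 min, then was stopped with PicoGreen/EDTA and read as dsDNA fluorescence.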
Epigenetic mod: epigenetic modulators derepressing GFP locus in mouse cells. actives 0.09% (n = 68,000). Potency, µM (doses to about 46.1 µM), without a hit: top-dose GFP derepression (activation). mouse C127i GFP locus derepression, cytometry, 30 h; further: % of control where 0% means no effect
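Locus derepression in mouse mammary C127i cells whose integrated CMV-GFP reporter is normally silent; GFP expression after 30 h compound treatment was quantified by counting fluorescent cells.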
Hsp90 Hop PPI: changes Hsp90-Hop TPR2A binding signal, up or down. AlphaScreen TPR2A-His6 binding biotin-Hsp90 C-terminal peptide. Potency, µM (titrated, usually from 57 µM), for inactives: at the highest dose activity change, negative = inhibition. actives 0.44% (n = 71,000). AID 595; active means well fitted curve in either direction with a large enough effect; inconclusive means small, poorly fitted or top-dose-only effect, or another doubt; further: potency means the concentration at half of the fitted maximal effect; on the % scale 0 is the no-effect control and ±100 the full control effect; many of its hits are not listed in these tables
HADH2 inhib: inhibitors of human HADH2 dehydrogenase; Q99714; recombinant HADH2, NADH fluorescence, beta-hydroxybutyryl-CoA; AID 886; Potency, µM (doses to about 57.1 µM), inactives show top-dose activity change, negative = inhibition, usual class: inhibitors; actives 3.4% (n = 73,000); further: potency means the concentration at half of the fitted maximal effect; on the % scale 0 is the no-effect control and ±100 the full control effect; nearly all actives have a fitted effect of over 60% in size; many of its hits are not listed in these tables
Target sequence (Q99714 whole entry, looked up, one chain of several): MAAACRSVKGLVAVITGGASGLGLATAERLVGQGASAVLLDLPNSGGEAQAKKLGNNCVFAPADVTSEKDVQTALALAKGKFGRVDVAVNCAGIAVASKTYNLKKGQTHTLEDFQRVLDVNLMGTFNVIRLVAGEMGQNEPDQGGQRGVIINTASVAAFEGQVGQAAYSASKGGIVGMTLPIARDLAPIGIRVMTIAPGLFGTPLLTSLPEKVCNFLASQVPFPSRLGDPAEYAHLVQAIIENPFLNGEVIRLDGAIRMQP
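His-tagged recombinant enzyme from E. coli, 20 nM, preincubated 15 min RT with compound; reaction started with 1 mM NAD+ and 90 uM beta-hydroxybutyryl-CoA in 100 mM Tris-HCl pH 9.0. NADH fluorescence (ex 360/em 450) read over 4 min; last-minus-first difference.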
Fluorescein autfl: fluorescein region autofluorescence | Compound autofluorescence, 480/540 nm, fluorescein-equivalent; stronger effect = higher value | max fluorescein-equivalent concentration, M | actives 0.91% (n = 59,000); in the data active means max fluorescein-equivalent concentration above about 10 nM; inconclusive means between about 1.1 nM and that limit
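Compounds (23 nL) in 100 mM Tris pH 8.0, 15 min at room temperature, then fluorescence read at 480 nm excitation/540 nm emission. Signal converted to fluorescein-equivalent concentration from an on-plate fluorescein standard curve.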
Active calls of the source: *; i = inactive; ? = inconclusive; · = no result given; ! = repeats disagree; [ ] = another dose, or the depositor's remark. Unless noted, the call rests on the fitted dose curve; in most records, active means well fitted curve in the direction sought with a large enough effect; inconclusive means small, poorly fitted or top-dose-only effect, or another doubt; inactive means no such curve, though single readings can be large; an effect the other way counts as inactive or inconclusive. Not all compounds are listed; the hit share may differ from the screen's.

Each structure is followed by: Ub-GFP proteasome | Texas Red fluor | HBB splice mod | 4-MU autofl | 15-hLO inh | Rhodamine fluor | Pol III holo inh | Epigenetic mod | Hsp90 Hop PPI | HADH2 inhib | Fluorescein autfl
1	CCC(=Nc1ccc(OC)cc1OC)c1c(O)n(C)c(=O)n(C)c1=O
    -6% | i | 0.5%[57.5 µM] | i | -8% | i | -5% | -2% | -3% | ? | ?
2	Nc1ccc(-c2ccc(N)cc2)cc1
    · | · | 0.4% | · | -6% | · | -2% | · | -2% | -12% | ·
3	O=C(O)CCCc1ccc(N(CCCl)CCCl)cc1
    6%[20.5 µM] | i | 0.4% | 3.2e-08M*! | -5% | i | -1% | -4%[20.6 µM] | 1% | -8% | ?
4	COc1ccc(Br)cc1CN1CCN(CCO)CC1
    -11% | · | -6.1% | · | -11% | · | 5% | 2% | -5% | -8% | ·
5	O=C(NC[P+](=O)O)OCc1ccccc1
    · | i | 4.7%[0.369 µM] | i | 0% | i | -2% | 0% | -4% | -10% | ?
6	O=P(O)(O)c1ccccc1 (tested in a mixture with another compound)
    -6%[9.17 µM] | i | 3.4%[9.22 µM] | i | 3%[11.4 µM] | i | -11%[11.4 µM] | -3%[9.22 µM] | ? | 1%[11.4 µM] | ?
7	C[As+](C)(c1ccc(Br)c([N+](=O)[O-])c1)c1ccc(Br)c([N+](=O)[O-])c1.O=[N+]([O-])O
    -3%[9.17 µM] | i | 1.8%[9.22 µM] | i | 21%[11.4 µM] | i | -3%[11.4 µM] | 0%[9.22 µM] | -1%[11 µM] | -13%[11.4 µM] | ?
8	O=P(O)(O)CCP(=O)(O)O
    -9%[9.17 µM] | i | 3.1%[9.22 µM] | i | 5%[11.4 µM] | i | -10%[11.4 µM] | -1%[9.22 µM] | 0%[11 µM] | 7%[11.4 µM] | ?
9	COC(=O)c1cc2c(cn1)[nH]c1ccccc12
    -3% | i | -1.7% | ? | 5% | i | 3% | 0% | -4% | ? | i
10	c1ccc2c(c1)-c1cccc3cccc-2c13
    · | · | 0.2% | · | 5% | · | -3% | · | 32µM* | ? | ·

Three compounds drawn at random from those above:
Each structure is followed by: Ub-GFP proteasome | Texas Red fluor | HBB splice mod | 4-MU autofl | 15-hLO inh | Rhodamine fluor | Pol III holo inh | Epigenetic mod | Hsp90 Hop PPI | HADH2 inhib | Fluorescein autfl
6	O=P(O)(O)c1ccccc1 (tested in a mixture with another compound)
    -6%[9.17 µM] | i | 3.4%[9.22 µM] | i | 3%[11.4 µM] | i | -11%[11.4 µM] | -3%[9.22 µM] | ? | 1%[11.4 µM] | ?
8	O=P(O)(O)CCP(=O)(O)O
    -9%[9.17 µM] | i | 3.1%[9.22 µM] | i | 5%[11.4 µM] | i | -10%[11.4 µM] | -1%[9.22 µM] | 0%[11 µM] | 7%[11.4 µM] | ?
4	COc1ccc(Br)cc1CN1CCN(CCO)CC1
    -11% | · | -6.1% | · | -11% | · | 5% | 2% | -5% | -8% | ·

Continuation.
Each structure is followed by: Ub-GFP proteasome | Texas Red fluor | HBB splice mod | 4-MU autofl | 15-hLO inh | Rhodamine fluor | Pol III holo inh | Epigenetic mod | Hsp90 Hop PPI | HADH2 inhib | Fluorescein autfl
11	CCOc1ccc(-n2c(O)c(C=Nc3ccc(N4CCOCC4)cc3)c(=O)[nH]c2=O)cc1
    15% | · | -0.8% | · | -2% | · | 3% | -3% | -3% | -1% | ·
12	Cc1cccc(OC(=O)N2CCOCC2)c1
    -8% | · | -4.1% | · | -3% | · | 0% | 0% | -2% | -4% | ·
13	CC[C@H]1CN2CC[C@@H]1C[C@@H]2[C@H](O)c1ccnc2ccccc12
    2% | i | · | i | · | i | -4% | 0%[9.22 µM] | -4% | 2% | i
14	COC1=CC(=O)O[C@@H](/C=C/c2ccccc2)C1
    · | · | -0.6% | · | 7% | · | 6% | · | -5% | -4% | ·
15	CCN(CC)c1ccc(N=Cc2c(O)n(-c3cc(OC)ccc3OC)c(=O)[nH]c2=O)cc1
    · | i | · | i | · | i | · | 2%[20.6 µM] | · | · | ?
16	O=c1cccc2n1CC1CC2CN(c2ncnc3c2cnn3-c2ccc(Cl)cc2)C1 (stereo unspecified)
    -3% | i | · | i | 1% | i | -1% | 0% | -2% | 2% | i
17	CCOP(=S)(OCC)c1ccc(N(C)C)cc1
    -4% | ? | -0.6% | i | -3% | i | -3% | -1% | ? | -10% | i
18	CN(C)C1=NC(N(C)C)=NP(N(C)C)(N(C)C)=N1
    25% | · | 1.0% | · | ? | · | -3% | -2% | -3% | 12% | ·
19	C[C@H]1CCC/C=C/C2C[C@H](O)CC2[C@H](O)/C=C/C(=O)O1 (stereo partly specified)
    · | i | · | i | · | i | · | -4%[20.6 µM] | · | · | i
20	COc1ccc(C(CC(=O)N2CCC3(CC2)OCCO3)NS(=O)(=O)c2ccc(F)cc2)cc1 (stereo unspecified)
    -12% | i | -1.0% | i | 0% | i | -5% | 2% | 1% | 9% | i
21	CCCCNC(=O)Nc1ccc(C(O)(C(=O)OCC)C(F)(F)F)cc1 (stereo unspecified)
    · | i | · | i | · | i | · | -2%[20.6 µM] | · | · | i
22	Cc1ccc(S(=O)(=O)N2CN3CCN(C3)C2)cc1
    -3% | i | -4.3% | i | 10% | i | -1% | 5% | -2% | 7% | ?
23	O=C(O)c1cc2ccccc2oc1=O
    11% | · | -0.4% | · | 1% | · | -1% | · | 1% | -6% | ·
24	COC(=O)c1ccc2ccn(CC(=O)NC(C)C)c2c1
    29% | i | -1.2% | 1.2e-08M* | -6% | i | -2% | -1% | 1% | 25µM* | i
25	COC(=O)CC1(Cc2ccccc2)C(=O)NC(=O)NC1=O
    1% | i | 1.4%[1.84 µM] | i | 2% | i | -8% | ? | -1% | -6% | i
26	c1ccoc1
    · | · | 1.5% | · | 0% | · | -2% | · | 1% | -2% | ·
27	c1ccc(C(OCCN2CCNCC2)c2ccccc2)cc1
    -1% | i | -0.2%[57.5 µM] | i | 6% | i | ? | 1% | 2% | 9% | i
28	O=c1c2ccccc2nc(N2CCCC2)n1-c1ccc(Cl)cc1
    -15% | i | -3.5% | 1.2e-07M* | -5% | i | 1% | -1% | 14% | -4% | i
29	Cc1cc(O)ccc1Cl
    · | · | -0.3% | · | -6% | · | -3% | · | 1% | -12% | ·
30	CCCCCCOC(=O)c1ccccc1N
    6% | · | 0.1%[9.22 µM] | · | -1% | · | -1% | 2% | 5% | 3% | ·
31	CC(=O)Nc1cc(C(=O)N2CCC3(CC2)OCCO3)ccc1S(=O)(=O)c1ccc(C)cc1
    4% | i | -2.9% | i | 3% | i | 2% | 3% | -2% | 3% | i
32	CCN(CC)CCO[C@H]1CC[C@@]2(C)C(=CC[C@@H]3[C@H]2CC[C@]2(C)C(=O)CC[C@H]32)C1
    1% | · | · | · | -1%[25.6 µM] | · | -7% | 0% | 1% | 0% | ·
33	CCOC(=O)C1SC2(C(F)F)CC1(O)c1c(c(OC)c3occc3c1OC)O2 (stereo unspecified)
    8% | i | -0.3% | i | -3% | i | -1% | 2% | -3% | 8% | i
34	COc1ccc(CCN)cc1O
    4% | ? | 0.1% | 1.4e-08M* | -3% | i | 0% | 2% | 2% | -5% | ?
35	O=C1C2CCCN2C(c2ccccc2)N1c1ccccn1 (stereo unspecified)
    1% | i | 1.0% | i | 3% | i | -4% | 0% | 0% | 13% | i
36	CCN1CCN(Cc2cc(Br)cc(OC)c2O)CC1
    1% | i | -1.0% | i | -15% | i | -6% | 0% | -1% | 10% | ?
37	CCOC(=O)c1c(C)c(P(=S)(N2CCOCC2)N2CCOCC2)n(C)c1C
    1% | i | 0.1%[57.5 µM] | i | -24% | i | 0% | -1% | -1% | 10µM* | ?
38	COc1cccc2c1C(=O)c1c(O)c3c(c(O)c1C2=O)C[C@](O)(/C(C)=N\O)C[C@@H]3O[C@H]1C[C@H](N)[C@@H](O)[C@H](C)O1
    -6%[9.17 µM] | 1.9e-08M* | 2.8%[9.22 µM] | i | 10%[11.4 µM] | 3e-08M* | 1µM* | 3%[9.22 µM] | -5%[11 µM] | 9%[11.4 µM] | 7.6e-08M*
39	CCN(CC)c1ncnc2c1ncn2[C@@H]1O[C@@H](COP(=O)(O)OP(=O)(O)C(Br)(Br)P(=O)(O)O)[C@H](O)[C@H]1O
    -3% | · | · | · | ? | · | -5% | -1% | 0% | 4% | ·
40	COP(=O)(OC)C(O)C(Cl)(Cl)Cl (stereo unspecified)
    · | i | · | 2.4e-07M* | · | i | · | -2%[20.6 µM] | · | · | i
